# ROC1-CUL1 inh – inhibitors of human ROC1-CUL1 ubiquitin ligase activity. AID 1347404, 2020. in vitro K48 di-Ub FRET, acceptor:donor ratio, 45 min. 140,000 tested, 0.6% active. inhibition, % at 10 µM; in the data active means inhibition above about 25%
# Target sequence (P62877 whole entry, looked up): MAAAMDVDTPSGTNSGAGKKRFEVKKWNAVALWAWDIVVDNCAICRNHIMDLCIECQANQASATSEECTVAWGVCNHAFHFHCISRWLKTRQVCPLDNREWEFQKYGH
# Target sequence (Q13616 whole entry, looked up): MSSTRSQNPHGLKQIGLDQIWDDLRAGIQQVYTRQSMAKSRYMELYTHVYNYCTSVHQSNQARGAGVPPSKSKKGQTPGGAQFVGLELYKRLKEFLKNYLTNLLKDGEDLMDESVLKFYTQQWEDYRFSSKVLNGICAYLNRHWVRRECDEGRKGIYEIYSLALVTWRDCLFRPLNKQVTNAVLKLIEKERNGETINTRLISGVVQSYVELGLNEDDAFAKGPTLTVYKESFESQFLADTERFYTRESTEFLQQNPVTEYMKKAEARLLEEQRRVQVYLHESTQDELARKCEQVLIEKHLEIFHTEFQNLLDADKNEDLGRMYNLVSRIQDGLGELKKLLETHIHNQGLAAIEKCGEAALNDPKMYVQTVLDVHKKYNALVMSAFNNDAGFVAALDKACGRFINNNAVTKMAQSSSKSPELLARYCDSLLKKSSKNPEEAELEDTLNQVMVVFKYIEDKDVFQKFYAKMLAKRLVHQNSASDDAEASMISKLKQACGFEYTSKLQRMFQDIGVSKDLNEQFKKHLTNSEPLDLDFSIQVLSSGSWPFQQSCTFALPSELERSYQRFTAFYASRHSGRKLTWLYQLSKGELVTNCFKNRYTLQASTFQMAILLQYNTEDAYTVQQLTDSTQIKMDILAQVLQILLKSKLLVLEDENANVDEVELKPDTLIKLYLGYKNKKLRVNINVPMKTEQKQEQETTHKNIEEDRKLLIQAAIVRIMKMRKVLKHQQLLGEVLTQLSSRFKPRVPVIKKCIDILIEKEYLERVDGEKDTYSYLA
# * = called active by the depositor. These rows are one share of the data, so the mix of outcomes need not match the whole.
structure,ROC1-CUL1 inh
Cc1ccc(C)c2c1C/C(=N/O)C2=O,5.0
O=C(Nc1ccc(-c2nc3cc(NC(=O)c4ccccc4F)ccc3o2)cc1)c1ccccc1F,2.7
O=C(c1ccccc1)C1CC2c3ccccc3OC2C1=O (stereo not given),2.7
Cc1ccc(C(=O)NCc2ccc(F)cc2)cc1NC(=O)c1nsc2ccccc12,1.1
O=C(O)c1ccc(OCC(O)Cn2c(Cc3ccccc3)nc3ccccc32)cc1 (stereo not given),9.9
CCOC(=O)c1ccccc1NC(=O)COc1cc(=O)n(CC)c2ccccc12,-1.5
CC(=O)c1cc(-c2ccccc2)n(CCC(=O)NC2CCCCC2)c1C,-3.2
Cn1cnnc1SCC(=O)NC1CC(=O)N(CC2CCCCC2)C1 (stereo not given),-1.4

# The listing continues.
structure,ROC1-CUL1 inh
Cc1csc2nc(COC(=O)c3ccccc3NC(=O)c3ccc(F)cc3)cc(=O)n12,-2.0
CC(C)c1nc2cc(C(=O)N3CCCC(c4ccccc4)C3)ccc2o1 (stereo not given),-3.0
O=C(Cc1ccc(F)cc1)NCc1nc2cccnc2n1Cc1ccc(F)cc1,5.6
N#CC1(C#N)[C@H](c2ccc(C(F)(F)F)cc2)[C@@H](C(=O)C23CC4CC(CC(C4)C2)C3)N2c3ccccc3C=C[C@@H]21,7.8
Cc1cc(F)ccc1NC(=O)CCS(=O)(=O)c1ccc2c(c1)CC(C)N2C(=O)C1CC1 (stereo not given),-5.0
COc1cc([C@H]2[C@H](C(=O)OC(C)(C)C)N3C=Cc4ccccc4[C@H]3C2(C#N)C#N)cc(OC)c1OC,1.2
CCCCSc1nnc2c(n1)OC(c1ccc(Br)cc1)Nc1ccccc1-2 (stereo not given),-1.1
CN(Cc1cccc2cnccc12)Cc1cnc(S(C)(=O)=O)n1CC1CCCO1 (stereo not given),0.1

# The listing continues:
structure,ROC1-CUL1 inh
COc1ccc(NC(=O)CCSc2nnc3scc(-c4ccccc4)n23)cc1,-5.8
CCc1ccccc1NC(=O)Cn1c(=O)n(CCc2ccccc2)c(=O)c2ccccc21,-6.4
COc1cccc(/C=N/NC(=O)CSc2nc3ccccc3n2C)c1O,-4.8
Cc1ccc(C(=O)Nc2nc3ccc([N+](=O)[O-])cc3s2)o1,0.9
OCCOc1nc(-c2ccc(Cl)cc2)nnc1-c1ccc(Cl)cc1,-2.4
COc1cc(-c2c(F)c(F)c(F)c(F)c2F)nc(N)n1,34.6*
Cc1ccc(NC(=O)CSc2nnc(C)s2)c(C)c1,2.2
COc1ccc(C(N)=O)cc1S(=O)(=O)N(C)C,-4.8

# Further results:
structure,ROC1-CUL1 inh
COc1ccc(/C=N/NC(=O)CN2CCCCCCC2)c(C)c1C,0.6
Fc1ccc2[nH]c(-c3cccs3)cc2c1,12.4
COc1cc(-c2cc3n(C)c(C)c(CCC(=O)NCc4ccccc4)c(=O)n3n2)cc(OC)c1OC,-6.2
CCS(=O)(=O)N1CCC(C(=O)Nc2ccc(Cl)cc2C)CC1,1.4
COc1cc(OC)nc(NC(=O)CSc2nc3ccccc3s2)n1,-4.1
COc1ccc(S(=O)(=O)Cc2ccc(C(=O)N3CCN(c4cc(C)ccc4C)CC3)o2)cc1,-4.4
C=CCN1C(=O)CSc2ccccc21,11.3
Nc1ccc(C(O)CN2CCCCCC2)cc1 (stereo not given),12.7

# Other records.
structure,ROC1-CUL1 inh
C=CCc1ccc(OCC(O)CN2CCN(Cc3ccc4c(c3)OCO4)CC2)c(OC)c1 (stereo not given),-0.8
COc1cccc(NC(=O)c2sc3nc4c(cc3c2N)CCC4)c1,-3.5
CCOC(=O)c1ccc(NCc2cc(Br)c(OCc3ccc(Cl)cc3Cl)c(OCC)c2)cc1,-13.8
CCn1c(SCC(N)=O)nc2ccc(I)cc2c1=O,14.8
O=C(NNC(=O)c1cc([N+](=O)[O-])ccc1Cl)c1cc2ccccc2cc1O,-6.0
CCOc1cccc(CNC(C)c2cnn(-c3ccccc3)c2C)c1 (stereo not given),-3.1
CC(Sc1nc2c([nH]c3ccccc32)c(=O)n1-c1ccccc1)c1ccccc1 (stereo not given),1.3
CCCCOc1ccc(/C=N/NC(=O)C(CSCc2ccccc2)NC(=O)c2cc([N+](=O)[O-])cc([N+](=O)[O-])c2)cc1 (stereo not given),-0.3

# Going on with the list:
structure,ROC1-CUL1 inh
COc1cc(-c2nnc(SCCOc3ccccc3)o2)cc(OC)c1OC,-0.4
COc1ccc(-n2c(=O)c3ccc(C(=O)NCc4ccc(C)cc4)cc3n(Cc3cccc(Cl)c3)c2=O)cc1,1.6
COc1ccc(OC)c(NC(=O)CCNS(=O)(=O)c2ccc3c(c2)oc(=O)n3C)c1,-3.9
C=CCN=C1C(=O)N(c2ccccc2Cl)C(=O)C1Cl (stereo not given),7.6
CC(=O)C1C(=O)C(=O)N(CCc2c[nH]c3ccccc23)C1c1cccc(O)c1 (stereo not given),-0.2
CC(=O)N1CCc2c([nH]c3ccccc23)C1c1cccc(Br)c1 (stereo not given),4.3
CN(Cc1nc2ccccc2o1)Cc1cn[nH]c1-c1cc2ccccc2o1,3.3
O=C(CN1CCN(S(=O)(=O)N2CCCCC2)CC1)Nc1ccc(Br)cc1,-3.6

# Next structures follow:
structure,ROC1-CUL1 inh
COC(=O)c1cc(S(=O)(=O)NCC2CCN(Cc3cccc(F)c3)CC2)cn1C,-2.0
COC(=O)CNC(=O)c1coc(COc2cccc(C(F)(F)F)c2)n1,7.7
COc1ccc(OC)c(NS(=O)(=O)c2ccc(F)c(C)c2)c1,-4.9
COc1ccc(CCNC(=O)c2c(C)nn(-c3ccc(F)cc3)c2-n2cccc2)c(OC)c1OC,3.7
N#CC1C(=N)Oc2n[nH]c(-c3ccc(Cl)c(Cl)c3)c2C1c1cc(Br)c(O)c(Br)c1 (stereo not given),1.5
O=C(Nc1ccnn1C1CCN(Cc2ccc3c(c2)CCO3)CC1)C1CC1,6.6
COC(=O)NNC(=O)CCCOc1ccc(Cl)cc1Cl,-0.2
CCC(=O)NC(N1CCOCC1)C(Cl)(Cl)Cl (stereo not given),7.2

# Next compounds
structure,ROC1-CUL1 inh
Cc1ccc(-n2c(SCC(=O)N/N=C/c3cccnc3)nnc2-c2ccccc2)cc1,-2.8
Cc1cccc(CN2CCCC(O)(CNC3CCCCC3)C2=O)c1 (stereo not given),8.7
COC(=O)[C@@H](NC(=O)c1coc(Cn2cnc3ccccc32)n1)C(C)C,-4.7
CCCc1[nH]nc2c1C(c1ccsc1C)C(C#N)C(=N)O2 (stereo not given),1.5
COc1ccc(OC)c(NC(=O)CSc2c3c(nc4cc(Cl)ccc24)CCCC3)c1,2.3
Cc1cccc(N2CCN(C(=O)C3CCN(S(=O)(=O)c4c(C)noc4C)CC3)CC2)c1C,2.5
CCCN(CCC)S(=O)(=O)c1ccc(C(=O)Nc2cccc(C)c2)cc1,-1.9
CCOc1cccc(-c2cc(C(=O)N/N=C/c3cccc(OC)c3O)[nH]n2)c1,0.7

# Next structures
structure,ROC1-CUL1 inh
CC(C)c1ccc2c(c1)C(N1CCN(Cc3ccc(F)cc3)CC1)Cc1ccc(F)cc1S2 (stereo not given),-4.3
COc1ccc(OCCCC(=O)N2CCN(c3ccccc3)CC2)cc1,-1.7
COc1cccc(C(=O)Nc2ccccn2)c1,-1.5
CCN(CC)C(=O)Cn1c(=O)oc2ccccc21,-4.8
CCOC(=O)C1CCN(CCC(=O)Nc2ccc(Br)c(C)c2)CC1,-4.4
COc1ccc(CCNC(=O)CSc2ncc3c(n2)-c2cc(Cl)ccc2N(Cc2ccccc2)S3(=O)=O)cc1OC,-2.9
COc1ccccc1OCC(=O)NCC1CCCN(Cc2nc3ccccc3[nH]2)C1 (stereo not given),0.3
Fc1cc(F)cc(-n2ncc3c2CCCC3NCC2CC2)c1 (stereo not given),0.7

# (list continues)
structure,ROC1-CUL1 inh
COc1ccc(NC(=O)Cn2c(=O)c3ccccc3n3nncc23)c(OC)c1,-7.9
CCCCC(=O)Nc1ccc2c(c1)OCCO2,-8.0
CCS(=O)(=O)c1ncc(CN2CCN(c3cccc(C)n3)CC2)n1CCOC,-0.6
Oc1[nH]c2ccccc2c1N=NC(=S)NC12CC3CC(CC(C3)C1)C2,5.3
COc1ccc(C2=C(C)C(=O)N(Cc3ccc(C(=O)NCc4ccccc4C)cc3)S2(=O)=O)cc1,-7.1
CCC(C)C(=O)NCC1Cc2cc(-c3cc(OC)ccc3OC)cc(Cl)c2O1 (stereo not given),7.0
Cc1nc2ccc(Br)cn2c1C(=O)O,-0.9
COc1ccc(-n2cc(-c3ccc4c(c3)OCO4)n(CC(=O)Nc3cccc(C)c3C)c2=O)c(OC)c1,-7.2

# Remaining list, next part.
structure,ROC1-CUL1 inh
CC(=O)Nc1ccc(NC(=O)C2CCCN(S(=O)(=O)c3ccc4c(c3)CCCC(=O)N4)C2)cc1 (stereo not given),-2.1
O=C1c2cccc3cccc(c23)C(=O)N1Cc1c(Cl)cccc1Cl,6.0
O=C(NNC(=O)c1cccc([N+](=O)[O-])c1)c1ccc([N+](=O)[O-])cc1,4.5
Cc1nn2c(=O)cc(COc3ccc(/C=C(\C#N)C(=O)Nc4ccc(F)cc4)cc3)nc2s1,-2.2
O=C(NC1CCN(Cc2ccccc2)CC1)c1cc(F)c(F)cc1Cl,-2.6
CCc1cccc(CC)c1NC(=O)C1CCN(C(=O)c2ccccc2F)CC1,9.3
CC(=O)c1c(C)oc2ccc(NS(=O)(=O)c3ccc(C)cc3)cc12,1.1
COc1ccc(N2CCN(C(=O)CCC(=O)O)CC2)cc1,4.1

# Further structures
structure,ROC1-CUL1 inh
CCOc1ccc(NC(=O)c2cc3cc4ccc(C)cc4nc3o2)cc1,-5.9
CC1CCN(S(=O)(=O)Nc2cccc3cccnc23)CC1,4.2
O=C(CSc1nnc(COc2ccc3ccccc3c2)o1)Nc1ccc([N+](=O)[O-])cc1,0.0
CC(=O)c1sc2ccccc2c1OC(=O)c1ccc(-c2ccccc2)cc1,-6.0
Cc1cccc(C(=O)Nc2cnc3sccn3c2=O)c1,1.0
Cc1cccc(-c2nnc3sc(C)nn23)c1,-1.1
Cc1cccc(CNC(=O)Cn2ccc3cc(S(=O)(=O)N4CCCCCC4)ccc32)c1,-3.0
CCOc1ccc(C(=O)Nc2cccc(NC(=O)c3ccc(C(C)(C)C)cc3)c2)cc1Br,7.7

# (cont.)
structure,ROC1-CUL1 inh
CCOC(=O)c1cccc(NC(=O)Cn2ncc3c(=O)oc4ccccc4c32)c1,-1.6
CCOc1ccc2nc(N3CCC(NCCc4cnn(-c5ccccc5)c4)CC3)nc(C)c2c1,4.6
COc1ccc(S(=O)(=O)Nc2ccc(Br)cc2)c(C)c1C,5.4
CN(C(=O)c1ccc2c(c1)N(Cc1cccc(Cl)c1)C(=O)c1ccccc1S2(=O)=O)C1CCCCC1,-4.7
COC(=O)c1scc(C)c1NC(=O)C(C)Sc1nc(C)cc(C)c1C#N (stereo not given),-5.2
COc1cc(CNC(=O)CCN2Cc3cc(Cl)ccc3OC(C)C2)cc(OC)c1OC (stereo not given),1.1
O=C1OC(c2ccccc2)=N/C1=C/c1ccc([N+](=O)[O-])o1,3.3

# Screening data: PubChem BioAssay, Icahn School of Medicine at Mount Sinai
